Screens (PubChem BioAssay)
KCNK9 inh = human KCNK9 channel inhibition | hit rate 1.2% among 310,000 | Q9NPC2 | HEK293 KCNK9, FluxOR thallium flux fluorescence; stronger effect = lower value | B-score at 10 µM;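 active = ratio B-score over 3 SD below the library mean, with starting fluorescence within 5 SD of its mean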;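 also: negative B-score means less thallium flux so channel inhibition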
DYRK1A inh = Dyrk1A (rat) kinase inhibition; hit rate 0.43% among 310,000; inhibition, % at 12.5 µM; Q63470; ADP-Glo luminescence, NFATc1 peptide; in the data active = inhibition above about 50%;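 also: plate controls were vehicle with enzyme for no effect and no enzyme for full effect; many of its hits are not listed in these tables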
KCNQ1 pot = potentiators or activators of human KCNQ1 potassium channel; B-score at 10 µM; P51787; AID 2648; CHO-K1 KCNQ1, thallium flux FluxOR fluorescence; stronger effect = higher value; hit rate 0.35% among 310,000;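 active = fluorescence ratio B-score, a plate-corrected score, at least three library SD, with initial intensity B-score within 5 SD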
Target sequence (P51787 whole entry, looked up): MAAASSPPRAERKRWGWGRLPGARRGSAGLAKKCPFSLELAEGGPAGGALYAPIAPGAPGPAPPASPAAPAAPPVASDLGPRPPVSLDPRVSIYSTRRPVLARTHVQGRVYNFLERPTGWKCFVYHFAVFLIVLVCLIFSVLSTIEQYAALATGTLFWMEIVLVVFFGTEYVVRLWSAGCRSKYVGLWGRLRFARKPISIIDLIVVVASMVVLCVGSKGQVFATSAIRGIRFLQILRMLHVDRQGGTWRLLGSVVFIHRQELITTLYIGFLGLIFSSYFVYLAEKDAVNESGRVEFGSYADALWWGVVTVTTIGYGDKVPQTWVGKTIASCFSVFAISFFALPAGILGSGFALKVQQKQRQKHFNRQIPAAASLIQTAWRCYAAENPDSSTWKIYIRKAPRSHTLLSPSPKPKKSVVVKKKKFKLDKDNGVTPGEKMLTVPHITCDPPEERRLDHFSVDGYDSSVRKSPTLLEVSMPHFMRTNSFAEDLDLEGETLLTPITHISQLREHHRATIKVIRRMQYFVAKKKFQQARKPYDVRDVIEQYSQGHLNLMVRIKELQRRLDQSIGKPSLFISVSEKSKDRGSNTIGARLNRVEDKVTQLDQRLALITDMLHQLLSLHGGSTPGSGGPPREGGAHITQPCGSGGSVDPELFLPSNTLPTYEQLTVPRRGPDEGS
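assay system = KCNQ1-transfected CHO-K1 cells | medium = assay buffer with matched DMSO | probe or stimulus = depolarizing K+/Tl+ stimulus, K2SO4 and Tl2SO4 each 12.5 mM in 5x stock | dosing = single dose | incubation = dye 90 min, compound 20 min, room temperature | detection = kinetic FluxOR fluorescence, 10 s baseline plus 110 s post-stimulus | evaluation = ratio B score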
GSK3 alpha inh = inhibitors of human GSK-3 alpha kinase; P49840; ADP-Glo luminescence, 60 min; inhibition, % at 10 µM; hit rate 0.1% among 320,000;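 in the data active = inhibition above about 50%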;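 also: GST-tagged GSK-3 alpha with peptide substrate and 25 µM ATP; 0% = DMSO neutral wells and 100% = GW8510 positive control wells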
RGS4 act = RGS4 potentiation or activation. HEK293 M3R/inducible RGS4, carbachol calcium flux Fluo4; stronger effect = lower value. B-score at 10 µM. hit rate 0.92% among 310,000. AID 463111;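 active = B-score of the integrated calcium signal more than 4 SD below the library mean, with starting fluorescence not abnormally high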;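 also: negative B-score means reduced calcium response which marks RGS4 activation or potentiation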
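Material: M3R-expressing HEK293 line, RGS4 induced by doxycycline | Schedule: Overnight RGS4 induction, 30 min dye load 37 °C, 20 min compound RT | Measured by: Fluo4 fluorescence kinetic imaging of calcium | Read-out: Integrated calcium ratio converted to B score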
GSK3B inh = human GSK3beta kinase inhibition. P49841. GST-GSK3beta kinase, ADP-Glo luminescence, 60 min; stronger effect = lower value. activity score (negative = inhibition), % at 10 µM. hit rate 0.038% among 300,000. AID 2097;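 active = more than half of replicate wells score below -50%, meaning over 50% inhibition versus plate controls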;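 also: 0% = median DMSO wells and -100% = median GW8510 positive control wells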
Target sequence (P49841 whole entry, looked up): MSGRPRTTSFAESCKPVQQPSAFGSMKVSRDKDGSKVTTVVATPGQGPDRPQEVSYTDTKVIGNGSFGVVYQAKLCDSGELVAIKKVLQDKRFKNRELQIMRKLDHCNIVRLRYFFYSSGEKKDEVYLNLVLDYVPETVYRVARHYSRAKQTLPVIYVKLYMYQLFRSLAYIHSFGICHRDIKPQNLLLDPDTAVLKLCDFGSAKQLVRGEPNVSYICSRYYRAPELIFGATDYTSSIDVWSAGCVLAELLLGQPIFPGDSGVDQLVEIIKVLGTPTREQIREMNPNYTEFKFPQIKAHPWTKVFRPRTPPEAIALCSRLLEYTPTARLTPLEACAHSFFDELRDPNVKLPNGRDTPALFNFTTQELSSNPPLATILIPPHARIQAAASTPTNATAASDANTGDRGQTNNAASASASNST
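test system = GST-tagged human GSK3beta kinase, cell-free | reagent = 25 µM ATP with peptide substrate | dosing = one dose of 10 µM per compound | schedule = 60 min reaction, RT | detection = luminescent ADP-Glo measurement of ADP formed | control set = DMSO neutral wells and GW8510 at 20 µM as positive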
RGS4 block = inhibitors of human RGS4 | HEK293 M3R/RGS4 inducible, Fluo-4 calcium flux; stronger effect = higher value; triggered by carbachol at its EC20 | AID 463165 | B-score at 10 µM | hit rate 0.45% among 310,000;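 active = B-score, a plate-corrected calcium signal, over three deviations above library mean, with baseline fluorescence within five deviations of library mean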;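 also: RGS4 expression induced by doxycycline in cells with stable M3 receptor; B-score is computed from the integrated fluorescence ratio over baseline after carbachol; higher B-score means a larger calcium signal and so more RGS4 inhibition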
KCNK3 inh = human KCNK3 channel inhibition, primary screen | CHO-KCNK3 thallium flux, FluxOR fluorescence; stronger effect = lower value | B-score at 10 µM | hit rate 0.84% among 340,000 | AID 602410;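 active = B-score under library mean minus 4 SD, starting fluorescence ratio at most library mean plus 5 SD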;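 also: more negative B-score means stronger inhibition of thallium flux through KCNK3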
KCNQ1 block = blocks the human KCNQ1 potassium channel; P51787; B-score at 10 µM; hit rate 1.3% among 310,000; AID 2642; CHO-K1 KCNQ1, FluxOR thallium flux fluorescence; stronger effect = higher value;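 active = compounds whose thallium flux B-score, printed positive for inhibition, exceeds three library SD while starting fluorescence stays within three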;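 also: channel opened by potassium depolarization with thallium stimulus after 20 min compound exposure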
hERG rescue = compounds protecting human hERG from proarrhythmic drug block | Q12809 | CHO-hERG, FluxOR thallium flux, dofetilide IC70 present | AID 1511 | hit rate 0.51% among 310,000 | activation (rescue from dofetilide block), less the hit threshold, % at 10 µM;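 active = activation above the mean of controls blocked by dofetilide plus 5 SD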;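 also: thallium influx through hERG after potassium depolarization seen as dye fluorescence rise; in these data hits start at about 4.7%; inactives centre near -7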
PolyA inhibitor = inhibitors of polyadenylation in S. cerevisiae | hit rate 0.02% among 300,000 | S. cerevisiae SKY197-pL101 polyadenylation reporter, beta-gal luminescence; efflux-impaired pdr1/pdr3 knockout yeast; score 100 = 6 SD above DMSO | calls only at 12 µM;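 active = lowest replicate activity score at least 50, where 100 means six control SD above control mean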;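 also: yeast exposed to compound for 9 h at 30 °C; higher score means more reporter readthrough which indicates perturbed polyadenylation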
An asterisk follows results filed as active; i = inactive; . = not tested or not shown. A portion of the library; the hit share may differ from the screen's.

SMILES	KCNK9 inh	DYRK1A inh	KCNQ1 pot	GSK3 alpha inh	RGS4 act	GSK3B inh	RGS4 block	KCNK3 inh	KCNQ1 block	hERG rescue	PolyA inhibitor
O=C(Nc1ccccc1F)c1ccccc1-c1ccccc1	i	-3	i	-1	i	3	i	i	i	-10	i
Cc1ccc(C(C(=O)NC2CCCCC2)N(C(=O)Cc2c[nH]c3ccccc23)c2ccccc2C)o1 (stereo not drawn)	i	-6	i	2	i	-1	i	i	i	-3	i
Oc1cccc2c(NC(=S)Nc3ccc(OC(F)F)cc3)cccc12	i	2	i	8	i	0	i	i	i	-12	i
CC(C)Nc1nc(NC(C)C)nc(OCCOC(=O)Nc2ccccc2)n1	i	5	i	.	i	-1	i	i	i	-14	i
Cc1cc(C(=O)N/N=C/c2ccc(-c3cccc(Cl)c3)o2)n[nH]1	-14*	-7	i	-1	i	1	i	i	i	-10	i
CCOc1ccc2cc(C#N)c(SCC(=O)OC)nc2c1	i	20	i	3	i	4	i	i	i	-12	i
O=C(CCCOc1ccc(Cl)cc1Cl)N/N=C/c1ccccc1	i	-3	i	-2	i	1	i	i	i	1	i
O=C(NCc1ccco1)c1ccc2c(c1)C(=O)c1ccccc1-2	i	27	i	0	i	3	i	i	i	-15	i
O=C(Nc1cccc(NC(=O)c2ccc3c(c2)OCO3)c1)c1ccccc1	i	.	i	1	i	-28	i	i	i	-10	i
O=C(CSc1n[nH]c(-c2ccccc2)n1)NCc1cccc(C(=O)O)c1	i	0	i	0	i	-5	i	i	i	-1	i
CC(=O)c1ccc(N2CCN(C(=O)CCCn3c(=O)[nH]c4ccccc4c3=O)CC2)cc1	i	.	i	2	i	.	i	i	i	-11	i
CC(C)[C@H]1C=C(C(=O)O)O[C@@H](OCCCCO)C1	i	7	i	-2	i	3	i	i	i	-7	i
COc1ccc(F)cc1S(=O)(=O)n1nc(C)cc1C	i	-1	i	-3	i	.	i	i	i	-4	i
CCCC(C(=O)NCc1ccco1)N(Cc1ccco1)C(=O)CNS(=O)(=O)c1ccccc1 (stereo not drawn)	i	-6	i	-2	i	3	i	i	i	-3	i
O=C(Nc1ccc(C(F)(F)F)cc1)c1ccc2nc[nH]c2c1	i	6	i	0	i	0	i	i	6*	-18	i
Cc1ccc(CS(=O)(=O)Cc2ccc(C(=O)NCc3cccs3)o2)cc1	i	2	i	-4	i	-1	i	i	i	-7	i
O=S(=O)(c1cnc[nH]1)N1CCN(C(c2ccc(F)cc2)c2ccc(F)cc2)CC1	i	1	i	.	i	5	i	i	i	-8	i
COc1cccc(/C=C/c2ccc3cccc(O)c3n2)c1OC	i	-6	i	1	-7.4*	-2	i	i	i	-7	i
Cc1cccc(C)c1-n1ncc(C(=O)NC2CCCC2)c1C1CCNCC1	i	4	i	1	i	-5	i	i	i	-4	i
COCc1cccc(NC(=O)CCc2ccccc2)c1	i	-2	i	1	i	-2	i	i	i	-11	i
Cc1cc(/C=C2\C(=N)N3N=C(CC(=O)N4CCOCC4)SC3=NC2=O)c(C)n1-c1ccccc1	i	-4	i	9	i	1	i	i	i	-9	i
O=C1c2ccccc2C(O)N1CCN1CCOCC1 (stereo not drawn)	i	-9	i	0	i	0	i	i	i	-12	i
CN(C)c1nc(=NCc2ccco2)ss1	i	0	i	2	i	-1	i	i	i	-7	i
COc1cccc(/C=N/NC(=O)c2c(C)nc3ccc(Br)cn23)c1	i	12	i	0	i	-1	i	i	i	-17	i
COC(=O)c1cc(C#N)c(OC(C)C)nc1C	i	1	i	0	i	2	i	i	i	-8	i
C[C@H](NC(=O)c1nc[nH]c1C(=O)N1CCN(c2ccccc2)CC1)C(=O)OCc1ccccc1	i	8	i	7	i	-1	i	i	i	-14	i
CCc1nc(N2CCN(C(C)=O)CC2)c(C#N)c2c1COC(C)(C)C2	i	-6	i	0	i	-7	i	i	i	-2	i
Cc1ccc(C(=O)O/N=C(\N)Cc2cccs2)c(Cl)c1	i	4	i	5	i	2	i	i	i	-6	i
C[C@@H]1CC[C@]2(O[C@@H](CCO)C[C@@H](O)[C@@H]2O)O1	i	4	i	0	i	-3	i	i	i	2	i
CCCCOC(=O)C1CCCC(C)N1 (stereo not drawn)	i	8	i	-2	i	-3	i	i	i	-2	i
COc1ccc(N2CC(C)Cn3c2nc2c3c(=O)n(Cc3ccc(C)cc3)c(=O)n2C)c(OC)c1 (stereo not drawn)	i	-4	i	-2	i	4	i	i	i	-15	i
Cc1cccc(C)c1NC(=O)CSCC(=O)O	i	4	i	-2	i	0	i	i	i	-4	i
O=C(Nc1cc(C(F)(F)F)ccc1N1CCOCC1)c1cccnc1	i	0	i	1	i	1	i	i	i	-6	i
COc1ccccc1C(=O)COC(=O)CCN=C1NS(=O)(=O)c2ccccc21	i	13	i	3	i	0	i	i	i	-16	i
O=C(NNC(=O)c1ccc(F)cc1F)c1ccc2c(c1)OCO2	i	1	i	1	i	2	i	i	i	-9	i
Cc1cc(OC(=O)c2cc(C(F)(F)F)cc(C(F)(F)F)c2)c([N+](=O)[O-])c(=O)[nH]1	i	1	i	1	i	1	i	i	i	-7	i
COc1cc(/C=C/C(=O)OCC(=O)NC(=O)NCc2ccccc2)ccc1OCC#N	i	0	i	-1	i	0	i	i	i	-7	i
COc1ccccc1Nc1nc2c(C)cccc2cc1C#N	i	0	i	-2	i	3	i	i	i	-10	i
COCC(C)Nc1nc(C)c(C(C)=O)s1 (stereo not drawn)	i	0	i	0	i	2	i	i	i	-8	i
CC1Nc2ncnc(N3CCc4ccccc4C3)c2N(Cc2ccc(Cl)cc2)C1=O (stereo not drawn)	-11*	5	i	-3	i	-1	i	i	i	-7	i
C(=N/Nc1nccs1)/c1cccnc1	i	7	i	6	i	-3	i	i	i	-12	i
COc1cccc(OC)c1NC(=O)Cn1nc(C)c2ccccc2c1=O	i	-8	i	.	i	-3	i	i	i	1	i
COc1ccc(C2=NOC(C(=O)NCCN3CCOCC3)C2)cc1 (stereo not drawn)	i	-3	i	-1	i	-2	i	i	i	-8	i
CN1CCN(c2ccc(NC(=O)COc3ccccc3[N+](=O)[O-])cc2)CC1	i	-2	i	3	i	5	i	i	i	-7	i
O=c1c2c3nc4ccccc4nc3n(/N=C/c3ccco3)c2ncn1CCC1=CCCCC1	i	5	i	-3	i	3	i	i	i	-14	i
CCc1cc(=O)oc2c3c(cc(OCC(=O)N[C@H](C(=O)O)[C@H](C)CC)c12)OC(C)(C)CC3	i	1	i	-3	i	4	i	i	i	-3	i
CCN(Cc1ccncc1)C(=O)C1CCN(S(=O)(=O)c2cccs2)CC1	i	3	i	.	i	0	i	i	i	-11	i
CCn1c(COc2ccc3c(c2)CCCC3)nnc1SCC(=O)Nc1ccc(C(=O)OC)cc1	i	-7	i	-3	i	0	i	i	i	0	i
Nc1ccccc1Nc1ccncc1[N+](=O)[O-]	i	1	i	1	i	4	i	i	i	-5	i
O=C(Nc1cc(=O)[nH]c2nc(-c3ccccc3)nn12)c1ccc(Cl)cc1	i	.	i	-2	i	1	i	.	i	-15	i

(further entries)
SMILES	KCNK9 inh	DYRK1A inh	KCNQ1 pot	GSK3 alpha inh	RGS4 act	GSK3B inh	RGS4 block	KCNK3 inh	KCNQ1 block	hERG rescue	PolyA inhibitor
CC(=O)Oc1ccc(C)cc1-n1nc2ccccc2n1	i	0	i	3	i	-4	i	i	i	-16	i
CCc1ccc(NC(=O)CSc2nc3ccccc3c(=O)n2CCN2CCOCC2)cc1	i	9	i	-2	i	-7	i	i	i	-12	i
CC1CCC(NC(=O)C2CCC(CNc3c(N4CCCCC4)c(=O)c3=O)CC2)CC1 (stereo not drawn)	i	1	i	0	i	-6	i	i	i	-6	i
CCOc1cc(/C=N/n2cnnc2)ccc1OCC(=O)Nc1ccccc1OC	i	16	i	-4	i	-3	i	i	i	-13	i
COc1ccc(CCC(=O)N2CCCSC2=Nc2ccc(C(C)=O)cc2)cc1	i	-7	i	-1	i	5	i	i	i	-12	i
CC1CCCN(CCCCOc2cccc(Br)c2)C1 (stereo not drawn)	i	-5	i	-1	-7.5*	3	i	i	i	-4	i
CCOc1ccccc1NC(=O)c1cccnc1	i	-10	i	-1	i	6	i	i	i	-1	i
O=C(NC1CCCCC1)NC1CC2CCC(C1)N2C(=O)NC1CCCCC1 (stereo not drawn)	i	.	i	.	i	-2	i	.	i	-7	i
Cc1cccc(NS(=O)(=O)c2cc(OCC(N)=O)c(C)cc2Cl)c1	i	14	i	-2	i	-8	i	i	i	-3	i
CCC(c1nnnn1Cc1ccc(OC)cc1)N1CCN(C(=O)c2ccco2)CC1 (stereo not drawn)	i	-2	i	1	i	0	i	i	i	-4	i
CN(C)S(=O)(=O)c1ccc(C(=O)NCC(c2cccs2)N2CCOCC2)cc1 (stereo not drawn)	i	8	i	9	i	1	i	i	i	-12	i
O=C(Nc1ccccc1N1CCCC1)c1ccc2ccccc2c1	i	.	i	-1	i	1	i	-9*	i	-5	i
O=C(NCC(c1ccco1)N1CCN(c2ccc(F)cc2)CC1)C(=O)NC1CCCCC1 (stereo not drawn)	i	-12	i	-1	i	1	i	i	i	-10	i
Cc1ccc(NC(=O)N(Cc2cc3cc(C)cc(C)c3[nH]c2=O)CC2COCCO2)cc1 (stereo not drawn)	i	2	i	1	i	4	i	i	i	-8	i
COc1ccccc1N(Cc1ccccc1)S(=O)(=O)c1cc(C(=O)O)ccc1Cl	i	-8	i	-14	i	7	i	i	i	-12	i
COc1cccc(CN2CCN(Cc3cc(OC)c(OC)c(OC)c3)CC2)c1OC	i	.	i	1	i	2	i	i	i	1	i

Laid out differently: 2 of the compounds above
> O=C(Nc1ccccc1N1CCCC1)c1ccc2ccccc2c1
  KCNK9 inh = i	DYRK1A inh = .	KCNQ1 pot = i	GSK3 alpha inh = -1	RGS4 act = i	GSK3B inh = 1	RGS4 block = i	KCNK3 inh = -9*	KCNQ1 block = i	hERG rescue = -5	PolyA inhibitor = i
> O=C(NCC(c1ccco1)N1CCN(c2ccc(F)cc2)CC1)C(=O)NC1CCCCC1 (stereo not drawn)
  KCNK9 inh = i	DYRK1A inh = -12	KCNQ1 pot = i	GSK3 alpha inh = -1	RGS4 act = i	GSK3B inh = 1	RGS4 block = i	KCNK3 inh = i	KCNQ1 block = i	hERG rescue = -10	PolyA inhibitor = i
